# PLCb3 inh: blocks human PLC-beta3 enzyme activity; Q01970; Purified PLC-beta3, fluorogenic substrate, fluorescence; hit rate 0.18% among 370,000; inhibition, % at 12.2 µM; in the data active = inhibition above about 11%;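 note: 0% = median of compound wells on plate and 100% = full blocker control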
# ASAP1 inh: blocks human ASAP1-stimulated Arf1 GTP hydrolysis; Q9ULH1; GDP FP detection; inhibition, % at 16.5 µM; hit rate 0.19% among 360,000; AID 624377; in the data active = inhibition above about 25%;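 note: 0% = vehicle with enzyme and substrate and 100% = no enzyme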
# UHRF1 MBD2 ctr: blocks human UHRF1 binding to methylated DNA; Q96T88; UHRF1 binding to methylated oligo, TR-FRET; inhibition, % at 4.4 µM; hit rate 0.75% among 370,000; AID 687016; in the data active = inhibition above about 21%;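 note: UHRF1 SRA domain binding a hemimethylated CpG hairpin DNA probe; 0% = median of test compound wells and 100% = reference inhibitor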
# Target sequence (Q96T88 whole entry, looked up, the tested form may be a part): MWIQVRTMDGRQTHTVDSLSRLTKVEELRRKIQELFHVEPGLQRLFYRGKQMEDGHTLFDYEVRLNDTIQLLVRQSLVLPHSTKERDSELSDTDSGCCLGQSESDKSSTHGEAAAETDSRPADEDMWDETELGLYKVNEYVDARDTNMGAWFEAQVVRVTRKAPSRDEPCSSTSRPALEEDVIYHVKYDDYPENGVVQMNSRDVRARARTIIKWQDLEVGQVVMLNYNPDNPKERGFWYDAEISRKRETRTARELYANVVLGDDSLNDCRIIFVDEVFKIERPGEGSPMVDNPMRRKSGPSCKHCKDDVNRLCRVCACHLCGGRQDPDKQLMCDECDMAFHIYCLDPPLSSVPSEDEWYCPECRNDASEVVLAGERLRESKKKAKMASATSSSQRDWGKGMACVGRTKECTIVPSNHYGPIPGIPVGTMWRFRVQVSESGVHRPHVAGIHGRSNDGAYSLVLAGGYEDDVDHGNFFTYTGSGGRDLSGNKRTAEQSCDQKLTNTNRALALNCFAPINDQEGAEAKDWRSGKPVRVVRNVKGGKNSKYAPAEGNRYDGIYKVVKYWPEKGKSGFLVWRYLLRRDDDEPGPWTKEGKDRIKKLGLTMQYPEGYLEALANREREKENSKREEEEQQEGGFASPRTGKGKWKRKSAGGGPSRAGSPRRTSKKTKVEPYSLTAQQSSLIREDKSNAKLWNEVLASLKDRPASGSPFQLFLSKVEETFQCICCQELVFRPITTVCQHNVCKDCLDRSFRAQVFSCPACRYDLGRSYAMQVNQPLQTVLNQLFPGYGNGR
# PLCg1 inh: inhibitors of human phospholipase C gamma1 | purified PLC-gamma1, fluorogenic substrate, fluorescence | inhibition, % at 12.2 µM | hit rate 0.84% among 370,000; in the data active = inhibition above about 9.5%
# sPLA2-III inh: Blocks human group III sPLA2 activity. QFRET BODIPY PC-A2 liposome hydrolysis, fluorescence. inhibition, % at 12.2 µM. hit rate 0.56% among 370,000;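 active = inhibition above mean plus 3 SD of compounds lying within the high and low control bounds, cut at about 19% in these data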;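 note: 0% = median of test compound wells and 100% = no enzyme DMSO wells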
# proKLK7 act: activates the human kallikrein-7 zymogen. activation, % at 7 µM. AID 652039. purified proKLK7, EDANS-DABCYL substrate fluorescence; 100% is mature enzyme control, 0% vehicle. hit rate 0.9% among 370,000. P49862;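 active = activation above the mean of all tested compounds plus 3 SD, computed per campaign excluding outliers beyond control limits, cut at about 13% in these data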
# Target sequence (P49862 whole entry, looked up): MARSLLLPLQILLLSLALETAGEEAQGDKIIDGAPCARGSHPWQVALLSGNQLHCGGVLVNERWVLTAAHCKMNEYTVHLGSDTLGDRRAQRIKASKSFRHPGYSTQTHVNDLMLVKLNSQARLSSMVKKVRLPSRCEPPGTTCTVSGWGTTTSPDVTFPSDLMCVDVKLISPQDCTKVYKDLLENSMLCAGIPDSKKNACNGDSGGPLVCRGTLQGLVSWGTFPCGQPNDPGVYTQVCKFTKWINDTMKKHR
# Tn6 DDE FP: disrupts Tn6 cyclic peptide binding to fibrin D-Dimer-E complex; Fibrin DD(E) TRITC-Tn6 fluorescence polarization displacement; inhibition, % at 8.3 µM; hit rate 0.21% among 370,000; AID 720509;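 active = inhibition above a per-campaign cutoff: mean of compounds within control limits plus 3 SD, cut at about 15% in these data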;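 note: 0% = median of all compound wells on the plate and 100% = blocking peptide control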
# Tn7 DDE FP: inhibitors of Tn7 peptide binding to human fibrin DD(E); inhibition, % at 8.3 µM; FP displacement of FITC-Tn7 peptide from fibrin DD(E); 0% = median of compound wells per plate; hit rate 0.13% among 370,000;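 active = inhibition above the mean of compounds falling within the control limits plus 3 SD of them, cut at about 14% in these data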;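 note: 0% = plate median of compound wells and 100% = 10 µM Aha-Tn7 peptide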
#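 Also added: labelled Tn7 tracer, 0.1 µM; Assay system: human fibrin DD(E) protein; Amount: 2 µM fibrin DD(E); Schedule: 10 min compound pre-incubation, 3 h probe incubation at room temperature; Repeats: one replicate per compound; Read-out basis: percent inhibition; Measured by: fluorescence polarization of the labelled Tn7 tracer.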
# ARFGAP1 inhibitor: inhibitors of rat ARFGAP1; Q62848; Arfgap1-stimulated ARF1 GTP hydrolysis, GDP FP detection; inhibition, % at 16.5 µM; hit rate 0.26% among 360,000; AID 651572;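 active = inhibition above a per-plate limit, mean inhibition of low control wells plus 3 SD, cut at about 25% in these data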;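 note: 0% = DMSO wells with enzyme and 100% = wells lacking Arfgap1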
#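 Replicates: Single well per compound | Assay system: Truncated rat Arfgap1 GAP domain | Control set: No-Arfgap1 wells (100%) versus DMSO full-reaction wells (0%) | Times: Enzyme reaction 120 min at 25 °C after 20 min preincubation | Reagent: Human ARF1(Δ1-17)-GTP substrate | Measured by: Tracer-displacement fluorescence polarization with EDTA stop, 620/688 nm | Measure: Percent inhibition of Arfgap1-stimulated GTP hydrolysis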
# Rev-erbA mod: Rev-erb alpha (human) modulation; P20393; Rev-erbα–FITC-DNA binding, fluorescence polarization, 90 min; activity, % at 10 µM; hit rate 0.79% among 370,000; AID 1259318;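 active = activity above about 14%, limit read from the data; passing the limit was not always enough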;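 note: 0% = DMSO wells with 35 nM protein and 100% = DMSO wells with 750 nM protein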
# Active calls of the source: *; . = not tested or not shown.
SMILES,PLCb3 inh,ASAP1 inh,UHRF1 MBD2 ctr,PLCg1 inh,sPLA2-III inh,proKLK7 act,Tn6 DDE FP,Tn7 DDE FP,ARFGAP1 inhibitor,Rev-erbA mod
CCOC(=O)c1c(NC(=O)CSc2nnc(-c3ccccc3)n2CC)sc(C(C)=O)c1C,3,-3,0,9,-41,0.6,4,4,2,1
O=C(CSC1=Nc2ccccc2C2=NC(CC(=O)NC3CCCCC3)C(=O)N12)NCc1ccco1 (configuration not stated),-31,7,-2,-24,-3,0.7,-1,-4,-7,2
Cc1cccc(NC(=O)c2cccc3c2C(=O)c2ccccc2-3)c1,1,2,-3,6,0,-0.3,0,1,7,-5
Nn1c(SCC(=O)Nc2ccc(OCc3ccccc3)cc2)nnc1-c1cc(-c2ccccc2)n[nH]1,3,.,-3,5,7,0.4,-2,0,.,-6
O=C1c2cccn2CC2Cc3ccccc3N12 (configuration not stated),1,.,3,-1,-1,.,8,-3,.,0
Cc1cc(C)cc(NC(=O)CSc2ncc(S(=O)(=O)c3ccccc3)c(=O)[nH]2)c1,-4,-8,3,-4,-37,0.2,4,4,-5,-1
Cc1cccc(C)c1NC(=O)CSc1n[nH]c(=O)n1C1CC1,-7,-4,-1,3,13,0.2,1,-2,3,-6
CC(C)CSc1nc(N2CCOCC2)c2c(c1C#N)CC(C)(C)SC2,-19,14,-2,-16,-2,-2.3,1,1,7,4
Cc1ccccc1NC(=S)N(CCCN1CCOCC1)Cc1ccccn1,4,4,1,3,3,0.1,-3,-4,8,5
COc1ccc(C)cc1N(C(=O)COc1cccc(F)c1)c1nc2ccccc2s1,-1,-5,3,0,14,0.6,5,7,12,2
CCC(CC)c1nnc(NC(=O)Cc2ccccc2[N+](=O)[O-])s1,-6,3,5,0,-28,-0.1,-10,-2,4,-4
CC(=O)COc1ccc2c(-c3cccc([N+](=O)[O-])c3)cc(=O)oc2c1,-3,10,0,-4,-4,-1.8,-5,-6,11,1
COC(=O)C1CCN(Cc2cc(=O)oc3cc(C)c(Cl)cc23)CC1,-9,3,-1,1,6,0.0,-5,-2,11,2
Cc1cc(NC(=O)CSc2nnc(CNC(=O)c3ccccc3)o2)no1,-5,9,2,3,0,-0.1,-4,-4,-3,2
COc1cccc(NC(=O)CN2C(=O)CSc3ccc(S(=O)(=O)N4CCOCC4)cc32)c1,-5,-3,4,2,-2,0.1,-5,1,-15,3

# Limited to PLCg1 inh and PLCb3 inh (2 entries from above):
smiles	PLCg1 inh	PLCb3 inh
Cc1cccc(C)c1NC(=O)CSc1n[nH]c(=O)n1C1CC1	3	-7
CC(C)CSc1nc(N2CCOCC2)c2c(c1C#N)CC(C)(C)SC2	-16	-19

# Additional compounds follow.
SMILES,PLCb3 inh,ASAP1 inh,UHRF1 MBD2 ctr,PLCg1 inh,sPLA2-III inh,proKLK7 act,Tn6 DDE FP,Tn7 DDE FP,ARFGAP1 inhibitor,Rev-erbA mod
COc1ccc(-c2nn(-c3ccccc3)cc2/C=N/Nc2ccc(Cl)c(C(=O)O)c2)cc1OC,-6,-12,-2,1,-3,0.5,-5,0,-10,6
CC1(CCc2ccccc2)NC(=O)N(CC(=O)Nc2ccc(S(N)(=O)=O)cc2)C1=O (configuration not stated),-4,0,-1,3,-7,0.4,-3,-5,-5,9
CCc1ccc(C(C)NC(=O)c2ccncc2)cc1 (configuration not stated),-1,-4,3,-2,12,-1.0,-2,5,12,0
O=C(Nc1c(Cl)cc(Cl)cc1C(=O)NCCN1CCOCC1)c1ccc(Cl)cc1Cl,-2,-4,1,4,2,-0.1,-10,-4,0,0
CCOC(=O)CSc1nnc(-c2ccccc2OC)o1,-6,-5,4,-1,1,0.4,3,-1,2,5
Cc1ccc(NC(=O)CN(C)C(=O)Cc2ccc(Cl)c(Cl)c2)cc1,-3,-7,0,1,-12,0.1,2,4,6,-7
O=C(CNCc1ccccn1)Nc1cc(S(=O)(=O)N2CCCCC2)ccc1Cl,1,-1,3,2,-2,0.5,2,0,2,-2
Cn1cnnc1SCc1nc(N)nc(Nc2ccccc2)n1,6,-20,-1,3,3,0.5,-2,-5,-2,2
CO/N=C(\c1ccccc1)c1cccnc1,-2,-5,-1,1,-2,-0.2,-1,-2,-8,2
CC1(C)NC(=O)N(CC(O)CN(c2ccccc2)S(=O)(=O)c2ccccc2)C1=O (configuration not stated),-3,5,1,1,-5,0.5,8,-7,1,-2
C[C@@H]1COC(=O)[C@H](NC(=O)OCC2c3ccccc3-c3ccccc32)C/C=C\C[C@@H](CC(=O)N[C@H](CO)Cc2ccccc2)C(=O)N1,0,7,-2,2,-22,-0.1,0,-1,-13,-5
COc1cc2c(cc1OC)C(C1(O)CCCCC1)NCC2 (configuration not stated),-189,-10,-2,-114,5,21*,2,-4,5,1
Cc1nnc(NC2CCCCC2)[nH]c1=O,3,12,-1,0,2,-0.4,7,0,13,5
CC(=O)Nc1c2c(nn1-c1ccc(C)cc1)CSC2,-9,4,-1,0,4,-0.3,3,1,7,1
Cc1cc(N2CCN(CC(C)(C)O)C[C@@H]2C)ccc1N1CCN(Cc2ccccc2)[C@H](C)C1,-6,4,2,-4,14,1.1,-2,3,-7,5
Cc1cc(C)n2nc(CNS(=O)(=O)c3ccc(CC(C)C)cc3)nc2n1,2,-1,-1,-1,-3,0.2,7,5,1,-4
COc1ccc(-c2noc(CCC(=O)N3CCN(c4cccc(Cl)c4)CC3)n2)cc1,2,12,3,2,7,-0.2,-2,-3,19,5
CCCC(=O)Nc1ccc2c(c1)nc(CN1CCN(C(=O)OCC)CC1)n2C,-11,0,6,3,10,-0.3,2,-2,13,-4
O=C(COC(=O)c1ccco1)c1ccc(F)cc1,-4,6,0,-2,-2,-0.2,7,4,-1,-2
Cc1c2cnccc2c(C)c2c1oc1ccccc12,-143,-5,-14,-118,-3,-8.8,4,0,4,1
CCOc1ccc(C(=O)NC2CC3CCCC(C2)N3Cc2ccccc2)cc1 (configuration not stated),-5,12,0,1,4,-1.3,2,-4,9,-4
Cc1ccccc1NS(=O)(=O)c1ccc2c3c(cccc13)C(=O)N2C,-146,-7,-1,-80,-11,2.7,6,2,6,-2
CCOC(=O)c1c(C)[nH]c2c1-c1ccccc1C(=O)C2=O,2,14,6,5,5,0.2,-2,2,14,-5
CC(NC(=O)COc1ccccc1)C1COc2ccccc2O1 (configuration not stated),-1,-5,3,-3,0,0.4,4,6,5,1
Cc1cc(NC(=O)CSc2nc3c(C)ccc(C)c3cc2C#N)no1,-17,11,1,-9,3,-0.2,-3,-3,7,75*
CC(=O)N1CCN(c2ccccc2NC(=O)c2cc3ccccc3o2)CC1,-6,10,-2,-7,-3,0.8,0,-1,13,-1
Cc1ccc(/C=C(\CCC(=O)O)c2nc3ccccc3s2)cc1[N+](=O)[O-],-4,18,6,-3,-25,0.5,-10,0,31*,1
CN(C)C=NC(=O)c1cc(C(=O)c2ccc(F)cc2)c[nH]1,-1,5,1,-4,0,0.0,-3,0,-4,3
COc1cccc(NC(=O)CN(C)C(=O)c2ccc(-c3ccccc3Cl)o2)c1,-7,4,-4,-3,-11,-0.2,-3,-1,7,1
CCOCCn1c(CN2CCc3ccccc3C2)nc2c1c(=O)n(C)c(=O)n2C,-4,-3,0,-4,14,-0.2,-5,1,17,2

# Compound profiles (already shown):
# Entry for CC(=O)N1CCN(c2ccccc2NC(=O)c2cc3ccccc3o2)CC1 : PLCb3 inh: -6; ASAP1 inh: 10; UHRF1 MBD2 ctr: -2; PLCg1 inh: -7; sPLA2-III inh: -3; proKLK7 act: 0.8; Tn6 DDE FP: 0; Tn7 DDE FP: -1; ARFGAP1 inhibitor: 13; Rev-erbA mod: -1
# Entry for O=C(COC(=O)c1ccco1)c1ccc(F)cc1 : PLCb3 inh: -4; ASAP1 inh: 6; UHRF1 MBD2 ctr: 0; PLCg1 inh: -2; sPLA2-III inh: -2; proKLK7 act: -0.2; Tn6 DDE FP: 7; Tn7 DDE FP: 4; ARFGAP1 inhibitor: -1; Rev-erbA mod: -2

# (next part)
SMILES,PLCb3 inh,ASAP1 inh,UHRF1 MBD2 ctr,PLCg1 inh,sPLA2-III inh,proKLK7 act,Tn6 DDE FP,Tn7 DDE FP,ARFGAP1 inhibitor,Rev-erbA mod
COc1ccc(-c2oc(NC(=O)CSc3nncn3C)c(C#N)c2-c2ccc(OC)cc2)cc1,0,4,-4,-3,-5,0.0,-1,-2,-12,0
Cc1ccccc1NC(=O)/C=C1\SC(=O)NC1=O,-2,3,11,-1,1,-0.3,4,6,3,5
CCOCCCNc1ncnc2c1[nH]c1ccccc12,-14,15,-2,-8,2,-0.4,-4,1,5,-2
Cc1ccc(NC(=O)CSc2n[nH]c(-c3ccncc3)n2)cc1,-1,10,-1,-1,3,-0.3,4,-7,1,-1
Cc1ccc(C)c(C(O)c2ncc(-c3cccc4ccccc34)[nH]2)c1 (configuration not stated),-15,-10,-2,-12,-9,0.7,-5,1,8,-1
Cc1cc(Br)ccc1NC(=O)CN(C)C(=O)c1ccccc1OCc1c(C)noc1C,3,12,1,1,2,-0.1,-2,-8,-2,-4
O=C(COc1ccc(Cl)cc1)NCc1nnc(SCC(=O)N2CCCC2)o1,-1,4,-2,-1,-3,0.9,2,0,0,-4
COc1ccccc1C(=O)NCCC(=O)Nc1ccc(S(=O)(=O)Nc2ncccn2)cc1,-4,2,1,2,-3,0.1,-10,-5,-8,-5
Fc1ccc(C(Nc2ccccn2)c2c[nH]c3ccccc23)cc1 (configuration not stated),-3,0,6,-2,-28,0.1,2,-5,7,5
COc1cccc(OC)c1C(=O)Nc1cccc(C(=O)Nc2cccc(C(=O)O)c2)c1,-5,-3,2,-3,8,0.0,3,3,15,2
CCN(CC)C(=S)NCCc1ccccc1,-1,-7,0,0,4,0.5,1,3,-9,0
CCCN1CCN(C(=O)Cn2nc(CC)n3c(cc4sccc43)c2=O)CC1,3,-3,-3,-1,2,-0.1,5,0,5,-2
CC12CC3CC1C(C(=O)O2)C3C(=O)O (configuration not stated),1,9,11,3,12,-0.8,3,6,1,-6
Cc1ccc(S(=O)(=O)N2CCN(C(=O)CN3CCN(C)CC3)C2)cc1,2,-20,10,3,-2,0.6,-1,-7,-15,-2
CCCCCN(C(=O)CCC(=O)OC(C)C(=O)Nc1ccccc1C)c1c(N)n(CCCC)c(=O)[nH]c1=O (configuration not stated),3,-4,-3,3,-4,-0.6,-7,7,-1,3
Cc1ccc(-c2nnn(CC(=O)N(CC3CCCO3)C(C(=O)NC(C)(C)C)c3ccc(F)cc3)n2)o1 (configuration not stated),2,0,-2,3,-4,0.1,-10,-4,4,3
COCOc1cccc(CN2CCC(C)(Oc3cccc(C#N)c3)C2)c1 (configuration not stated),0,-6,-4,3,2,0.4,1,4,-4,-2
CCc1nc2ccc(C(=O)Nc3cccc(OC)c3)cn2c1N(CCC(C)C)CCN(C)C,-11,4,-1,-9,-7,0.7,8,0,-1,-7
COc1cc(CN2CCN(S(=O)(=O)c3ccccc3)CC2)cc(OC)c1OC,-1,17,0,6,-3,-0.6,-6,1,3,3
Cc1noc(C)c1C(=O)OCC(=O)Nc1ccc(N2CCOCC2)cc1,-2,-7,2,3,-1,-0.1,2,-6,6,-8

# From PubChem
